# HT1080 IDH1KD tx: toxicity to HT-1080 IDH1 knockdown cells (counter line). Potency, µM (highest dose often 46.1 µM), without a hit: top-dose activity, negative = toxicity, most hits filed as cytotoxic. hit rate 2% among 360,000. AID 686971. HT-1080 IDH1 knockdown viability, ATP luminescence, 48 h;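 note: potency is the fitted concentration of half-maximal effect; 0% = DMSO wells and -100% = cell-free medium wells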
#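 Viability of IDH1-knockdown HT-1080 fibrosarcoma cells was assessed by CellTiter-Glo after 48 h at 37 °C with titrated compound; concentration-effect curves were classified by fit quality and response size.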
# HT1080NT lethal: kills 2HG-producing HT-1080-NT fibrosarcoma cells; HT-1080-NT fibrosarcoma viability, CellTiter-Glo ATP luminescence, 48 h; Potency, µM (series often up to 46.1 µM), for inactives: top-dose activity, negative = less viability, hits mostly cytotoxic; hit rate 1.6% among 360,000; AID 686970;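 note: NT is the 2HG producing partner of a matched IDH1 knockdown line; potency is the fitted concentration of half-maximal effect; 0% = DMSO-treated cells and -100% = media-only wells without cells; nearly all actives have a fitted effect of over 55% in size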
#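 Fibrosarcoma NT cells, 750 per well in 5% FBS RPMI, were exposed to compound for 48 hours. Viability: CellTiter-Glo luminescence.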
# KB-3-1 cytotox: kills parental KB-3-1 adenocarcinoma cells | KB-3-1 viability, CellTiter-Glo ATP luminescence, 72 h | Potency, µM (series often up to 46.1 µM), for the others: top-dose activity change, negative = cytotoxic, hits mostly cytotoxic | hit rate 1.4% among 400,000 | AID 1347075; note: potency is the fitted concentration of half-maximal effect; % is set by controls: 0 for no effect and ±100 for the full control effect; nearly all actives have a fitted effect of over 60% in size
#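 Screening of KB-3-1 cells (DMEM, 10% FBS, phenol-red free) ran from lowest to highest compound concentration; after 72 h at 37 °C viability was read luminescently and curves fitted.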
# DRD3 agonist: activates the human D3 dopamine receptor; P35462; D3R DiscoveRx beta-arrestin cells, luminescence, 90 min; max activation, %; hit rate 0.58% among 410,000; AID 652048; in the data active = max activation above about 30%; note: 0% is about no effect; mostly tested at two doses, the higher about 12 µM
# Target sequence (P35462 whole entry, looked up): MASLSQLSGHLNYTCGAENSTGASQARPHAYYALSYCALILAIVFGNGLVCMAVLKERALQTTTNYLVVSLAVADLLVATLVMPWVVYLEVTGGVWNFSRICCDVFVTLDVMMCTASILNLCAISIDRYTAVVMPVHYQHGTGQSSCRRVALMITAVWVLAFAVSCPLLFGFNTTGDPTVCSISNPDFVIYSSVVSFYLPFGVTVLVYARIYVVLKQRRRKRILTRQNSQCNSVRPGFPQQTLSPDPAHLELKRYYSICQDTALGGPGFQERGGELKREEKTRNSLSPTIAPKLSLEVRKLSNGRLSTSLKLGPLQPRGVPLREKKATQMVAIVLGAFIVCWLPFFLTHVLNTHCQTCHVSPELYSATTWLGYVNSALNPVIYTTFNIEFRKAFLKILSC
#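 Agonist-mode cell screen: cells plated at 1500/well and incubated overnight at 37 °C, then exposed to library compounds for 90 min at 37 °C. Detection reagent was added for 30–60 min at room temperature, and luminescence was read.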
# SW480 rerep: DNA re-replication induction in SW480 cells; SW480 DNA re-replication, Hoechst DNA content imaging, 48 h; Potency, µM (series often up to 46.1 µM), for the others: top-dose re-replication activation, actives largely listed as activators; hit rate 1.8% among 340,000; AID 624297; note: potency is the fitted concentration of half-maximal effect; % of control where 0% means no effect; nearly all actives have a fitted effect of over 55% in size
#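 SW480 cells exposed to compounds for 48 hr at 37 C, 5% CO2, then Hoechst-stained 40 min. Nuclear DNA content imaged by fluorescence scanning (405 nm excitation, 500-530 nm emission); re-replication scored as increased high-intensity nuclei.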
# D3 antag: blocks the human D3 dopamine receptor; AID 652054; hit rate 2.5% among 360,000; max response, negative = inhibition, %; D3R cells, DiscoveRx beta-arrestin luminescence, antagonist mode; stronger effect = lower value; P35462; in the data active = max response below about -50%; inconclusive = no clear call, values can overlap the other calls; note: % is set by controls: 0 for no effect and ±100 for the full control effect; mostly tested at two doses, the higher about 12 µM
#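 Cells plated overnight at 1500 cells/well, then exposed to library compounds with dopamine controls for 90 minutes at 37 degrees C. DiscoveRx reagent added for 30–60 minutes at room temperature; luminescence read, quantitative HTS format.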
# IL-1B inflam inh: blocks inflammasome-driven IL-1 beta release; THP-1 LPS/ATP IL-1B secretion, AlphaLISA, 16 h; stronger effect = lower value; activity change, % at 57.5 µM; hit rate 4.7% among 360,000; in the data active = activity change below about -50%; inconclusive = mostly about -30% to -49%; note: % is set by controls: 0 for no effect and ±100 for the full control effect
#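 Secreted IL-1B measured by AlphaLISA bead assay after 16 h compound exposure of THP-1 cells; compounds (final up to 57.5 uM) added 1 h before LPS (250 ng/mL) and ATP (1.25 mM) stimulation; lower signal means less secretion.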
# KB-V1 MDR tox: kills drug-selected multidrug resistant KB-V1 cells | KB-V1 MDR cells viability, CellTiter-Glo, 72 h | Potency, µM (titrated, usually from 46.1 µM), for the others: at the top dose activity change, negative = cytotoxicity, hits mostly cytotoxic | hit rate 3.4% among 400,000; note: potency is the fitted concentration of half-maximal effect; % is set by controls: 0 for no effect and ±100 for the full control effect; nearly all actives have a fitted effect of over 60% in size
#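 Luminescent ATP read-out (CellTiter-Glo, 10 min) measures survival of drug-selected KB-V1 MDR cells after 72 h, 37 degrees C compound exposure. Medium: phenol-red-free DMEM, 10% FBS. Values from fitted concentration-response curves.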
# GLP-1R agonist: GLP-1 receptor (human) agonism; HEK293 GLP-1R CRE-luciferase, luminescence, 4-6 h; cells express a hypersensitive GLP-1R form; hit rate 0.007% among 380,000; P43220; Potency, µM (series often up to 45.6 µM), for the others: top-dose activation, most hits filed as activators; note: potency is the fitted concentration of half-maximal effect; % of control where 0% means no effect
# Target sequence (P43220 whole entry, looked up): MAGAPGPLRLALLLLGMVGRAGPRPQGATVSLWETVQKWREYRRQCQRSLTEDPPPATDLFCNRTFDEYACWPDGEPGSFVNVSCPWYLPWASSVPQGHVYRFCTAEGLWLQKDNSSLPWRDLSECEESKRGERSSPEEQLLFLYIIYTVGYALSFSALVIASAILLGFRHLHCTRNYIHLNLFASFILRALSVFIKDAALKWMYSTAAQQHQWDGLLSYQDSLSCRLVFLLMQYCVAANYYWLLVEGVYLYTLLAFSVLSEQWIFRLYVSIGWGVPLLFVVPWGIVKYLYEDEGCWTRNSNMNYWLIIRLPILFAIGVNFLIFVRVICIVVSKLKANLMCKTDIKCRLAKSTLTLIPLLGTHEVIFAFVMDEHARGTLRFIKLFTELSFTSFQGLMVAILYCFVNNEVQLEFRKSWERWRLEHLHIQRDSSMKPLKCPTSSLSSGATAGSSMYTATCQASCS
# Active calls of the source: *; ? = inconclusive; · = no result given; [ ] = another dose, or the depositor's remark. Unless noted, calls come from the whole dose curve; as a rule, active = well fitted curve in the direction sought with a large enough effect; inconclusive = small, poorly fitted or top-dose-only effect, or another doubt; inactive = no such curve, though single readings can be large; an effect the other way counts as inactive or inconclusive.
# Order of results – HT1080 IDH1KD tx, HT1080NT lethal, KB-3-1 cytotox, DRD3 agonist, SW480 rerep, D3 antag, IL-1B inflam inh, KB-V1 MDR tox, GLP-1R agonist
1	Cc1ccc(S(=O)(=O)C(C#N)c2nc3ccccc3nc2N2CCN(C)CC2)cc1C (stereo not given)
    -3%, -1%, -12%, -2, 27%, 7, -14, 0%, 18%
2	Cc1nc2nc(NCc3cccs3)nn2c(C)c1Cl
    11%, 4%, -14%, 18, 0%, 9, 12, -1%, 3%
3	CCOC(=O)c1c(C)c(C(=O)NCC2CCCO2)c(C)n1CC (stereo not given)
    -1%, 3%, 17%, 7, -3%, -14, 4, -39%, -6%
4	CNC(=O)N(O)C1N(/N=C/c2ccc(N(C)C)cc2)C(=S)SC1(C)C (stereo not given)
    10%, 8%, 15%, -1, -2%, -24, 10, -2%, 11%
5	N#Cc1c(C#N)c(-c2ccccc2)n(-c2ccc(C(=O)O)cc2)c1N
    13%, 14%, -5%, -1, 0%, ?, 27, 16%, 1%
6	CC(=O)C[C@@H](O)CC(=O)[C@@H]1OC(=O)CCCCC/C=C/Cc2ccccc21
    -1%, -1%, 1%, 8, ?, -4, -11, -5%, -4%
7	Nc1c(NCCCN2CCOCC2)c2ccccc2oc1=O
    -2%, -2%, 10%, -9, -2%, 9, 4, 23%, -9%
8	O=C(NCc1ccco1)c1cccc2c1C(=O)c1ccc(N3CCCC3)cc1S2(=O)=O
    -7%, 0%, 16%, 19, 0%, 33, 1, -27%, 1%
9	Cc1ccc(S(=O)(=O)N2CCCOC2CNC(=O)C(=O)NCc2ccco2)cc1 (stereo not given)
    12%, 14%, -12%, 6, 19%, 12, 9, 5%, -6%
10	Cc1nn(C)c(C)c1NC(=O)CCSc1nc(-c2ccco2)cc(C(F)(F)F)n1
    -1%, 2%, 1%, 6, 0%, 44, 13, -6%, 0%
11	COC(=O)c1sc(S(=O)(=O)N2CCCCC2)c(C(=O)OC)c1C
    -17%, -6%, -6%, -3, 3%, 17, -3, ?, 1%
12	O=C(Nc1ccc(Cl)c(S(=O)(=O)N2CCOCC2)c1)c1ccccc1-c1ccc(C(F)(F)F)cc1
    -15%, -8%, ?, -9, 4%, 17, -14, ?, 19%
13	C=CCn1c(SCC(=O)Nc2sccc2C(N)=O)nc2ccccc2c1=O
    ?, ?, ?, 7, ?, 10, -10, 18µM*, -3%
14	O=C1CC(c2ccccc2Cl)CC(O)=C1C=NCCCO (stereo not given)
    -2%, 10%, 6%, 1, -19%, -14, 0, -2%, -1%
15	COc1ccccc1OC(=O)c1ccc(SC)cc1OC
    0%, -14%, -1%, -1, ?, -2, 15, 16%, ?
16	COc1ccc(-c2cccc(C(=O)Nc3ccc(C)cc3)c2)cc1
    -14%, -18%, 1%, -3, -9%, -7, -2, ?, 0%
17	C=C(C)COc1ccc(-c2ncncc2-c2ccccc2OC)c(O)c1
    -13%, -14%, -2%, 10, 20%, 6, -16, -1%, 29%
18	CCc1ccccc1NC(=O)N1CCC(NC(=O)C(Cc2ccc(OC)c(OC)c2)NC(C)=O)CC1 (stereo not given)
    10%, 16%, -9%, 6, 2%, 3, 0, 0%, -12%
19	COc1ccc(CCC(=O)Nc2sccc2C#N)cc1
    -5%, 0%, 3%, -2, -4%, -7, -27, 0%, 11%
20	Cc1cccc(C(=O)NC(=S)Nc2ccccc2C(=O)O)c1
    -1%, -3%, -5%, -4, -6%, -2, 8, -4%, 0%
21	Clc1ccc(N2O[C@H]3C=C[C@@H]2C3)nc1
    -6%, 1%, 0%, -2, ·, -20, ?, 3%, -1%
22	CCCCn1c(N)c(C(=S)NC(=O)CC(C)(C)C)c(=O)n(C)c1=O
    ?, ?, ?, 10, 7%, 17, 41, ?, -3%
23	C#CCNC(=O)C[C@@H]1C[C@@]2(C(=O)OC)CC(C)(C)CC=C2N(CCc2ccc(OC)c(OC)c2)C1=O
    -3%, 0%, -13%, 3, ·, 2, -3, ?, ·
24	CCOC(=O)C1=C(CN2CCC(C(=O)OCC)CC2)NC(=O)NC1c1ccc(Cl)cc1 (stereo not given)
    ·, ·, 2%, -3, ·, ·, ·, -3%, 1%
25	COc1ccc(OC)c(-c2nc(C(=O)NCC3CCCO3)cc3c2[nH]c2ccccc23)c1 (stereo not given)
    -11%, -12%, 0%, 10, -10%, 4, -23, ?, 0%
26	COc1ccc(NC(=O)N2CCC(CO)(CC3CCCCO3)CC2)c(OC)c1 (stereo not given)
    3%, -2%, 10%, 8, ?, 6, -8, 1%, 7%
27	Cc1noc(C)c1C(=O)N1CCC1(C)C(=O)NS(=O)(=O)c1ccccc1Cl (stereo not given)
    10%, 19%, 0%, 9, ·, 2, 17, 3%, -2%
28	CCCCN1C2CCCC1CC(NC(=O)C1CCCCC1)C2 (stereo not given)
    9%, 8%, -1%, -6, -22%, 4, 19, 5%, 3%
29	NS(=O)(=O)c1ccc(CNC(=O)Cc2cccs2)cc1
    6%, 23%, -13%, 9, -4%, -8, 40, -1%, 6%
30	O=C(CCn1c(=O)[nH]c2ccccc2c1=O)N1CCN(c2ccc(Cl)cc2)CC1
    4%, 7%, -1%, 1, -2%, -17, 23, -19%, 6%
31	CCN=C1SC(CC(=O)NCCc2ccc(OC)c(OC)c2)C(=O)N1CC (stereo not given)
    2%, 6%, 23%, -1, -5%, 19, -7, -16%, -9%
32	CC(=O)c1cccc(NC(=O)CN(c2cccc(F)c2)S(C)(=O)=O)c1
    -1%, 0%, 16%, -9, -3%, 4, -6, -28%, 9%
33	CCCc1nnc2n1N=C(c1ccc([N+](=O)[O-])cc1)CS2
    10%, 7%, 3%, 1, -19%, 3, 53, -7%, -4%
34	Cc1cc(C)n(-c2c(C)[nH]c3ccccc23)n1
    -5%, -7%, ?, 1, -4%, -20, ?, ?, 1%
35	Cc1cccc(C(=O)NCc2nnc(SC(C)C(=O)Nc3nnc(C)s3)n2C)c1 (stereo not given)
    ?, -5%, 1%, -3, ?, -3, 5, -19%, 6%
36	Cc1ccc(C)c(OCC(=O)N(C)CC(=O)Nc2ccc(Cl)c(C(F)(F)F)c2)c1
    -28%, -20%, 0%, 5, 5%, -18, -13, 9%, 6%
37	C/C(=N\NC(N)=O)c1ccc(Cl)cc1
    0%, -2%, ?, 6, ?, 8, 10, 12µM*, 3%
38	CC(NC(=S)Nc1ccc(F)cc1)c1ccccc1 (stereo not given)
    2%, -6%, ?, -2, -6%[9.22 µM], -11, 4, 8%, -2%
39	O=S(=O)(c1cccc(-c2nnc(SCc3ccc(Cl)cc3)o2)c1)N1CCCCC1
    -3%, 0%, -2%, 4, 2%, 13, 5, -15%, -1%
40	O=C1C(Cl)=C(NC(=O)c2ccccc2)C(=O)C(Cl)=C1NC(=O)c1ccccc1
    8.2µM*, 10µM*, ?, -37, ?, -71*, -99*, ?, -2%
41	COc1cc2c(cc1NC(=O)c1cccc(Br)c1)CCCC2
    -6%, 1%, -5%, 3, 10%, 100, 0, 0%, 1%
42	CCCNC(=O)COc1coc(CN2CCN(c3ccccc3OC)CC2)cc1=O
    0%, 1%, 0%, 2, -10%, 2, 8, ?, 12%
43	O=C(N[C@H]1CC[C@H](CCNS(=O)(=O)c2ccc(Cl)cc2)O[C@@H]1CO)c1cccc(F)c1
    2%, -15%, ?, -1, ·, -5, -2, ?, ·
44	C[C@@H]1CN([C@H](C)CO)C(=O)c2c(c3ccccc3n2C)-c2ccccc2CO[C@H]1CN(C)C(=O)Cc1ccccc1
    0%, 0%, -7%, 3, ·, 15, -5, -6%, -4%
45	CCOc1ccc(OCC(=O)Nc2ccc(S(=O)(=O)Nc3cc(C)nc(C)n3)cc2)cc1
    4%, 6%, 0%, 3, 0%[9.22 µM], -12, 142, 0%, 1%
46	CCN(Cc1ccncc1)C(=O)CCc1nnc(CCC2CCCCC2)o1
    -8%, -1%, 4%, 18, -9%, 9, 13, ?, 9%
47	O=C(CSc1nccc(=O)[nH]1)Nc1cccc2ccccc12
    3%, 1%, 8%, 0, 0%, 10, 32, -2%, 0%
48	CCOC(=O)C1(Cc2ccccc2C(F)(F)F)CCN(C2CCSC2)CC1 (stereo not given)
    -11%, -11%, -15%, -14, -20%, -15, 7, ?, -1%
49	Cc1cc2ncn(CC3CC3(Cl)Cl)c2cc1C (stereo not given)
    -27%, -26%, 6%, 4, -3%, 10, 20, ?, 13%
50	O=c1c2cc(Br)ccc2nc(-c2ccc(Cl)cc2)n1O
    -13%, -3%, ?, 5, ?, 12, 7, ?, -2%
51	COc1ccccc1NS(=O)(=O)c1cc(C(=O)N2CCCCCC2)ccc1C
    -9%, -2%, -1%, -11, 3%, -8, -12, -1%, 10%
52	Cc1ccc(C(=O)c2coc3cc([N+](=O)[O-])c(O)c([N+](=O)[O-])c23)cc1
    0%, -3%, -23%, -3, -4%, -16, 25, ?, 0%
53	C=CCN1C(=O)C(CC(=O)O)SC1=Nc1cccc([N+](=O)[O-])c1 (stereo not given)
    1%, -1%, 5%, -2, -3%, -15, -10, -7%, 1%
54	Cc1ccc(NS(=O)(=O)c2c(C(=O)N3CCOCC3)c(C)n(C)c2C)cc1C
    1%, 4%, 7%, 1, -3%, 1, 0, -2%, -5%
55	CCOC(=O)c1sc(NC(=O)CSc2nnc(C(C)C)n2C)nc1C
    2%, 12%, -19%, 3, -9%, 26, -1, 23µM*, 2%
56	C#CCOCCOCCOCCNc1nc(N2CCN(C(=O)CCCCCCCCCCNC(=O)[C@H](CCCCN)n3cc(CCO)nn3)CC2)nc(N2CCN(C(=O)CCCCCCCCCCNC(=O)[C@H](CCCCN)n3cc(CCCC(=O)O)nn3)CC2)n1
    -6%, -2%, 2%, -9, -3%[9.22 µM], -9, ?, 0%, -6%
57	Cc1ccc(-c2nn3c(C)nnc3s2)cc1NC(=O)c1cccs1
    -2%, -8%, 1%, -4, -9%, -9, 31, -35%, 4%
58	COc1cc(Cl)c(CN2CCCC(CO)(Cc3ccccc3)C2)cc1OC (stereo not given)
    -25%, -19%, -16%, -3, -1%, 12, -25, 2%, 23%

# High-throughput results deposited in PubChem BioAssay by National Center for Advancing Translational Sciences (NCATS).

# Hits appear at their usual frequency; any-hit rate near 12%.
